GDH-TPI counter: GDH-TPI coupling enzyme inhibitors, primary screen, artefact control for M. tuberculosis FBA inhibitor project, biochemical, absorbance, full deck; 360,000 tested, 1.2% active; GDH-TPI coupled enzyme counterscreen, NADH absorbance; AID 588335, 2011; inhibition, % at 4.8 µM; in the data active means inhibition above about 30%;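 further: 0% = DMSO wells and 100% = wells lacking the enzyme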
Mtb BioA inh: M. tuberculosis BioA enzyme inhibitors, primary screen, biochemical, plate reader, single point, HTS | purified M. tuberculosis BioA enzyme | 360,000 tested, 0.096% active | inhibition, % at 9.99 µM | AID 602481, 2012 | 7,8-diaminopelargonic acid synthase BioA (Mycobacterium tuberculosis); in the data active means inhibition above about 40%; inconclusive means no clear call, values can overlap the other calls
BoNT F protease: BoNT/F light chain protease inhibitors, primary screen, biochemical, flow cytometry, MLPCN library. Botulinum neurotoxin type F light chain protease (Clostridium botulinum). Multiplex microsphere protease cleavage assay. inhibition, % at 10 µM. 360,000 tested, 0.22% active; in the data active means inhibition above about 35%, passing the limit was not always enough; inconclusive means no clear call, values can overlap the other calls; further: plate controls were buffer without enzyme for full effect and enzyme alone for no effect
FadD28 FP inh: inhibitors of FadD28 bisubstrate probe binding, primary screen, biochemical, fluorescence polarization, single point. Mycobacterium tuberculosis FadD28 fatty-acid-AMP ligase. 360,000 tested, 0.22% active. inhibition, % at 12.5 µM; in the data active means inhibition above about 8.5%, passing the limit was not always enough; inconclusive means no clear call, values can overlap the other calls
Mtb UGM inh: M. tuberculosis UGM enzyme inhibitors, primary screen, biochemical, fluorescence polarization, single point; UDP-galactopyranose mutase (Mycobacterium tuberculosis (strain ATCC 25618 / H37Rv)), …; purified UGM, fluorescence polarization probe displacement; inhibition, % at 10 µM; 320,000 tested, 0.06% active; in the data active means inhibition above about 10%, passing the limit was not always enough; inconclusive means no clear call, values can overlap the other calls
Target sequence (P9WIQ1 whole entry, looked up): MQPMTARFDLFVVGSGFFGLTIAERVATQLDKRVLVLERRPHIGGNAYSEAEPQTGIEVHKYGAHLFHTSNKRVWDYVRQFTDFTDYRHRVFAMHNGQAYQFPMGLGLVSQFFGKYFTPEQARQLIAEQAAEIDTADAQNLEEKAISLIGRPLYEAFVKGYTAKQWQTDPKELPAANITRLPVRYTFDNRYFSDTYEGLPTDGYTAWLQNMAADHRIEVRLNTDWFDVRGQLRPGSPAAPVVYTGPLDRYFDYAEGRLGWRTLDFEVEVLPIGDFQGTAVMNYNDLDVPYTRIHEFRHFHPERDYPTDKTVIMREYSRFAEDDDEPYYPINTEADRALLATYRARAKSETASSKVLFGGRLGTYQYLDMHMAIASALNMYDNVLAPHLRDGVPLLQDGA
MazEF act: activators of E. coli MazEF toxin-antitoxin RNase, primary screen, biochemical, fluorescence, uHTS; Endoribonuclease toxin MazF (Escherichia coli (strain K12)), P0AE70; FAM/BHQ RNA-DNA oligo cleavage fluorescence, 5 h; activation, % at 20 µM; 350,000 tested, 0.32% active; in the data active means activation above about 50%
Target sequence (P0AE70 whole entry, looked up): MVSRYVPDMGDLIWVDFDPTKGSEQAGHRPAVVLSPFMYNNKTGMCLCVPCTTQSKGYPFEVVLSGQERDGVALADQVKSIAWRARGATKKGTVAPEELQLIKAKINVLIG
Rv3671c inh: Rv3671c serine protease inhibitors, primary screen, biochemical, fluorescence polarization, M. tuberculosis H37Rv | 320,000 tested, 0.048% active | inhibition, % at 5.96 µM | AID 2606, 2010; in the data active means inhibition above about 38%;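 further: extracellular domain of Rv3671c used as enzyme; 0% = enzyme with DMSO and 100% = no enzyme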
PrPC surface inh: inhibitors of human cell surface prion protein PrPC, primary screen, cell-based, TR-FRET; Major prion protein (Homo sapiens), P04156; TR-FRET read-out; inhibition, % at 13.8 µM; 370,000 tested, 0.43% active; AID 720596, 2013; in the data active means inhibition above about 24%; further: 0% = median of the test wells and 100% = reference compound wells
Mtb FBA inh: Mtb FBA enzyme inhibitors, primary screen, biochemical, fluorescence, strain H37Rv | inhibition, % at 1 µM | Fructose-bisphosphate aldolase (Mycobacterium tuberculosis (strain ATCC 25618 / H37Rv)), … | purified M. tuberculosis FBA, fluorescence read-out | 360,000 tested, 2.3% active | AID 588726, 2011; in the data active means inhibition above about 27%;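 further: 0% = vehicle and 100% = reference inhibitor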
Target sequence (P9WQA3 whole entry, looked up): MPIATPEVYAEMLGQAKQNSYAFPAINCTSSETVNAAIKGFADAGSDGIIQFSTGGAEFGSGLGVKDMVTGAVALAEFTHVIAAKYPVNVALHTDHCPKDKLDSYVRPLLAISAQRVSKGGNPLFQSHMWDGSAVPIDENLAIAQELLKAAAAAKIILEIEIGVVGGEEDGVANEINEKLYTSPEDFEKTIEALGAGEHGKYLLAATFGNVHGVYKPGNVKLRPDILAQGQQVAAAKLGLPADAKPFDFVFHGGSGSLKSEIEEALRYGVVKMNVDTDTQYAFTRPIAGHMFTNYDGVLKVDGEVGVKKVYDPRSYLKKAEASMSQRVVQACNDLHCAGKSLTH
* marks the source's active call; other numbers are inactive results; ? = inconclusive; . = not tested or not shown.

SMILES	GDH-TPI counter	Mtb BioA inh	BoNT F protease	FadD28 FP inh	Mtb UGM inh	MazEF act	Rv3671c inh	PrPC surface inh	Mtb FBA inh
CNC(=O)c1csc(-c2ccc(C)cc2)n1	6	0.1	3	-0.8	1.1	-5	-9	9	-1
Cc1ccc(CSCCNC(=O)c2ccc(C)cc2)cc1	4	.	0	1.9	0.9	-11	5	1	2
O=C(NNC(=O)c1ccccc1C(=O)O)c1cc2ccccc2o1	13	5.1	-3	-0.9	-2.8	-5	-8	1	-1
O=C(/C(=C/O)N=Nc1ccccc1)c1ccncc1	0	.	-15	-1.8	0.1	-1	4	1	6
CN1CC=C2C(C#N)=C(N)C(C#N)(C#N)C(c3cccc(Cl)c3Cl)C2C1 (stereo unspecified)	3	.	-6	-0.5	0.2	-52	6	-12	15
Cn1c(SCc2cccc(Br)c2)nc2ccccc2c1=O	3	-2.5	-18	-0.8	-0.5	6	-5	13	2
Cc1ccc(C(c2nnnn2C2CCCC2)N2CCN(c3nc4ccccc4s3)CC2)cc1 (stereo unspecified)	12	-0.8	-2	1.2	-0.1	-4	-3	3	5
Cc1ccc(OCC(=O)NNC(=O)Cn2nnc(-c3ccccc3)n2)cc1	-2	.	2	-1.0	-4.3	0	-6	-4	2
CC1(C(=O)NS(=O)(=O)C2CC2)CCN(C(=O)c2ccc(F)cc2Cl)C1 (stereo unspecified)	6	0.0	0	-0.7	.	.	.	-5	4
O=C(Nc1nnc(SCc2ccccc2)s1)c1cccs1	26	1.0	0	-2.7	-1.8	2	-15	0	2
O=C1C2C3C=CC(CC3)C2C(=O)N1c1ccc([N+](=O)[O-])cc1 (stereo unspecified)	-13	0.1	4	-2.8	-1.5	9	4	3	-1
O=C(CCC(=O)Nc1ccccc1Cl)NN=C1CCCC1	2	17	-13	-0.6	0.5	6	.	6	0
Cc1cc(NC(=O)c2ccco2)ncc1NC(=O)CCc1ccccc1	11	0.3	-14	-4.2	-3.0	5	0	-2	-3
COC(=O)CSC1=C(C#N)C(c2ccccc2OC)C(C(=O)OC)C(=O)N1 (stereo unspecified)	4	-1.1	-1	-3.2	2.4	-3	2	2	0
C=CCOc1ccc(C(c2c(C)n(C)n(-c3ccccc3)c2=O)c2c(C)n(C)n(-c3ccccc3)c2=O)cc1	4	1.2	-5	-0.7	-1.8	-6	0	2	4
O=C(CSc1nc2cc(Cl)ccc2s1)N1CCN(C(=O)c2ccco2)CC1	4	.	0	-0.9	0.0	-2	8	-5	1
CC(C)N1CCN(S(=O)(=O)c2ccc3ccccc3c2)CC1	-2	0.3	.	-1.5	0.3	5	3	6	2
COC(=O)c1cccc(NC(=O)CSc2nc(=O)cc(N)n2-c2ccccc2)c1	12	16	0	0.6	-1.5	4	-3	-2	-2
COc1cc2cnc(-c3ccccc3)cc2cc1OC	16	0.3	2	-5.3	-2.2	0	3	-9	6
CCOc1ccc(NC(=O)c2ccc(N3CC4CC(C3)c3cccc(=O)n3C4)c(NC(=O)CCN3CCOCC3)c2)cc1 (stereo unspecified)	3	-2.1	1	-1.8	-1.8	13	6	1	-1
O=P1(O)CC2=C(CC=CC2)C1	4	-2.2	1	-0.4	.	4	.	6	1
COc1ccc(CNC(=O)CSc2nc3ccccc3n2C(C)=O)cc1	-14	-0.1	13	-2.7	-0.8	2	1	9	0
C#CCOc1c(Br)cc(/C=C2/C(=O)ON=C2C)cc1OC	-1	-0.1	?	-4.1	0.6	-3	-6	-2	-6
CC1=NCCN1CCNC(=O)Nc1cc(C)cc(C)c1	-8	-0.4	9	-0.7	-1.4	2	5	-7	4
COc1ccc(CNC(=O)C(C)N(C)Cc2cccc(F)c2)cc1 (stereo unspecified)	7	-0.6	-1	-0.3	-0.9	-1	-5	7	5
O=C1CCN(Cc2cccnc2)CCN1[C@H](CO)Cc1ccccc1	-8	-2.2	-7	-2.6	1.5	-5	-4	-2	-2
CSCCC(NC(=O)OC(C)(C)C)C(=O)Oc1ccc2c(=O)c(-c3ccc4c(c3)OCCO4)coc2c1 (stereo unspecified)	-4	1.1	-6	-0.2	-2.0	-2	-7	6	18
Cc1ccc(N(CC(=O)NCC2CCCO2)C(=O)CNS(=O)(=O)c2ccc(Cl)cc2)cc1 (stereo unspecified)	-2	1.4	0	1.2	-2.0	5	3	1	-1
COC(=O)[C@]1(C)N[C@H](CN(C)S(=O)(=O)c2ccc(F)cc2)[C@@H]2C(=O)N(Cc3ccccc3)C(=O)[C@@H]21	.	-0.1	2	0.7	.	0	7	1	.
CC(C)(C)c1nnc2sc(SCC(=O)NCc3ccco3)nn2c1=O	12	0.3	0	-1.0	-2.4	0	-2	11	-1

Record cards (already shown). Order of screens: GDH-TPI counter	Mtb BioA inh	BoNT F protease	FadD28 FP inh	Mtb UGM inh	MazEF act	Rv3671c inh	PrPC surface inh	Mtb FBA inh
Entry for CC1=NCCN1CCNC(=O)Nc1cc(C)cc(C)c1 = -8	-0.4	9	-0.7	-1.4	2	5	-7	4
Entry for O=P1(O)CC2=C(CC=CC2)C1 = 4	-2.2	1	-0.4	.	4	.	6	1
Entry for COc1ccc(CNC(=O)CSc2nc3ccccc3n2C(C)=O)cc1 = -14	-0.1	13	-2.7	-0.8	2	1	9	0
Entry for COc1ccc(CNC(=O)C(C)N(C)Cc2cccc(F)c2)cc1 (stereo unspecified) = 7	-0.6	-1	-0.3	-0.9	-1	-5	7	5
Entry for Cc1ccc(N(CC(=O)NCC2CCCO2)C(=O)CNS(=O)(=O)c2ccc(Cl)cc2)cc1 (stereo unspecified) = -2	1.4	0	1.2	-2.0	5	3	1	-1

Next section.
SMILES	GDH-TPI counter	Mtb BioA inh	BoNT F protease	FadD28 FP inh	Mtb UGM inh	MazEF act	Rv3671c inh	PrPC surface inh	Mtb FBA inh
NNc1nc2ccc(F)cc2s1	15	.	0	-4.3	0.8	18	11	-8	-2
Cn1ccc(NC(=O)Nc2ccc(Cl)cc2)n1	-2	-0.3	?	-2.6	-0.1	-3	4	2	1
CNC(=O)c1ccccc1Sc1ccccc1C#N	1	-1.5	-3	-0.2	-0.7	-2	1	-1	6
O=C(NC1CCN(S(=O)(=O)c2ccc(F)cc2)CC1)c1ccccc1	5	0.0	?	-2.7	-1.1	7	-5	4	2
CCOC(=O)N1CCN(C(=O)c2c[nH]c3ccc(S(=O)(=O)N(C)c4ccc(OCC)cc4)cc3c2=O)CC1	10	0.6	-3	-4.5	0.4	8	-9	7	5
CN(C)c1ncnc2c1ncn2CCn1cnc2c(N(C)C)ncnc21	0	1.5	-2	-1.6	.	3	.	-2	0
COc1ccc(C(c2nnnn2C2CCCC2)N2CCC(C(N)=O)CC2)c(OC)c1 (stereo unspecified)	3	-0.4	-1	-2.5	.	9	.	-2	2
O=C(COc1ccccc1)Nc1ccc(NC(=O)c2ccco2)cc1	-3	.	-5	1.5	0.1	-18	-1	-3	5
COc1cccc(-c2nc(-c3cccs3)no2)c1	-14	.	-6	-5.2	-0.5	0	-1	6	2
CN1C2CCC1CC(NC(=O)c1cc(Cl)cc3[nH]cnc13)C2 (stereo unspecified)	4	-1.2	-31	-2.5	-1.2	7	-5	-3	0
O=c1c2ccccc2c(C=NCCO)c(O)n1-c1ccccc1	21	.	-3	-3.0	-4.3	-11	-3	-12	-2
O=C(OCCn1c(=S)sc2ccccc21)c1ccccc1	11	.	-2	-1.5	.	4	.	1	1
COC(=O)c1sc(-c2ccccc2)cc1NC(=O)c1cc(OC)cc(OC)c1	7	.	-3	-3.4	2.6	-2	9	-5	1
COc1ccc(/C=C(\NC(=O)c2ccco2)C(=O)NCCc2nc3ccccc3[nH]2)cc1	6	-0.5	-13	-0.4	4.9	5	-5	-12	0
O=C(C1=NN[C@@H]2C(=O)N(c3cccc(F)c3)C(=O)[C@H]12)c1cnccn1	10	0.6	?	0.5	-1.6	8	7	-7	2
COc1ccccc1/C=C(/C#N)C(=O)O	4	1.2	-6	0.1	2.8	-6	.	-1	0
CCN(CC)S(=O)(=O)c1ccc(OC)c(NC(=O)C2CC(=O)N(c3ccc(C)cc3)C2)c1 (stereo unspecified)	-6	-0.9	-7	-0.9	0.8	1	-2	-1	0
O=C(c1ccc(C(F)(F)F)cc1)C1CCCN(Cc2ccc(CO)o2)C1 (stereo unspecified)	0	1.0	-2	-3.1	-1.5	-12	-1	-5	-2
COc1ccc(C(CC(=O)NCC(OC)OC)NS(=O)(=O)c2ccc(Cl)cc2)cc1 (stereo unspecified)	-10	.	3	-2.9	2.8	2	8	-1	0
COc1ccc(CNC(=O)CCSCc2cccc(Cl)c2)cc1	0	-0.2	0	-4.0	-2.8	-4	3	-1	3
Cc1cc(C)nc(N(C#N)CN2C(=O)c3ccccc3S2(=O)=O)n1	4	-0.2	11	-1.0	1.8	2	9	0	4
CC1(C)CC(=O)C2=C(C1)C(c1cn(-c3ccccc3)nc1-c1ccccc1)C(C#N)=C(N)O2 (stereo unspecified)	5	-2.3	1	-7.5	0.1	5	-1	5	-2
CCc1nc(N2CCN(S(=O)(=O)c3ccc(Br)cc3)CC2)c2c(C)c(C)sc2n1	1	0.1	1	-0.7	-1.1	-12	-13	7	-1
CS(=O)(=O)N1CCN(c2ccc(NC(=O)c3cccnc3Cl)cc2)CC1	5	-0.5	-2	-0.8	0.3	1	6	1	2
COc1ccc(CNC2CCN(Cc3ccccc3)CC2)cc1	4	0.7	?	-0.5	1.3	-8	-3	-6	3
CCNC(=S)Nc1ccc(OC(F)(F)F)cc1	-1	-0.3	-5	-1.2	1.3	6	5	5	-3
COc1ccc(CCN(C)C(=O)CNC(=O)Cc2cccc3ccccc23)cc1OC	-4	1.3	-6	1.2	-1.1	-6	1	0	-2
O=C(O)/C(=C\c1ccccc1OC(F)F)c1ccc(-c2ccccc2)cc1	-9	5.3	-5	1.1	-2.6	5	-7	-1	7
COc1cc(OC)cc(C(=O)NC(C(=O)NNC(=O)c2ccc(C)cc2)C(C)C)c1 (stereo unspecified)	-5	-0.9	0	-1.0	0.3	8	0	-4	2
OC(COCCOc1ccc(Br)cc1)CN1CCCCC1 (stereo unspecified)	9	.	2	-4.3	-0.9	2	16	-5	0
Cn1c(CN2CCCCC2)nc2cc([N+](=O)[O-])ccc21	3	.	-1	-4.2	-0.2	-11	-3	-11	6
COc1cc(NC(=O)c2ccco2)c(OC)cc1NC(=O)CSc1ncc(-c2ccc(F)cc2)[nH]1	15	-1.5	-5	-2.0	3.6	3	-7	6	5
CCOC(=O)CCSc1nc(-c2ccccc2)cc(C(F)(F)F)n1	14	2.0	-54	0.0	-0.4	-3	12	-7	0
Cc1ccc(C)n1-n1cnc2sc(-c3ccccc3)cc2c1=O	15	-2.6	-6	0.9	-2.6	-7	-3	-3	-1
CCOc1ccccc1C(=O)Nc1nnc(SCC(=O)N2CCOCC2)s1	0	-1.8	6	-2.0	0.5	-7	5	-8	1
O=C(/C=C\c1ccc(-c2cccc([N+](=O)[O-])c2)o1)N1CCOCC1	27	.	-3	-1.2	-1.9	11	-2	-22	6
Cc1ccc(NC2c3ccccc3C(=O)N2c2cccnc2)cc1 (stereo unspecified)	12	1.8	6	-0.4	-2.4	10	-2	4	12
COc1cc(OC)cc(C(=O)NC2CCCCCCC2)c1	2	0.1	-14	-4.5	3.3	2	-3	0	4
COc1ccc(C(=O)c2c(C(F)(F)F)oc3c2C(=O)c2ccccc2C3=O)cc1OC	5	3.5	-9	-1.5	2.2	2	-70	-2	3

Assay outcomes (PubChem BioAssay)

Hits appear at their usual frequency; 4.8% or so of the library scored in one or more.
